PG9 binder = PG9 antibody binding by small molecule | TR-FRET gp120-PG9 antibody binding | inhibition, % at 6.7 µM | hit rate 0.43% among 360,000; in the data active = inhibition above about 8.5%
NPR2 activator = GC-B (human) receptor activation; HEK293-GC-B cells, CNP EC30, cGMP TR-FRET; 0% at EC30 CNP, 100% saturating CNP; hit rate 0.11% among 370,000; P20594; AID 1920062; activation, % at 10 µM;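 active = activation at 10 µM reaching about 35% in either raw or pattern-adjusted values, limit read from the data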
GC-A act = GC-A (human) enzyme activation | P16066 | activation, % at 10 µM | hit rate 0.14% among 370,000 | HEK293 GC-A cells, cGMP TR-FRET, EC30 ANP; 0% at EC30 ANP, 100% saturating ANP; in the data active = activation above about 40%
rCAG RNA binder = r(CAG) repeat RNA binding | TO-PRO-1 dye displacement fluorescence | inhibition, % at 3 µM | hit rate 1.3% among 370,000;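 active = inhibition above the plate cutoff, the mean of all test compounds on that plate plus 3 SD, cut at about 35% in these data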;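 note: 0% = DMSO alone and 100% = 100 µM mitoxantrone as full dye displacement; higher means more dye released from RNA so lower well fluorescence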
Rev-erbA mod = Rev-erb alpha (human) modulation; Rev-erbα–FITC-DNA binding, fluorescence polarization, 90 min; hit rate 0.79% among 370,000; P20393; activity, % at 10 µM;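 active = activity above about 14%, limit read from the data; passing the limit was not always enough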;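 note: 0% = DMSO wells with 35 nM protein and 100% = DMSO wells with 750 nM protein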
ASAP1 GAP inh = ASAP1 ArfGAP inhibition. Q9ULH1. ASAP1-stimulated ARF1 GTP hydrolysis, GDP FP detection. inhibition, % at 16.5 µM. hit rate 0.19% among 360,000; in the data active = inhibition above about 25%;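 note: 0% = vehicle with enzyme and substrate and 100% = no enzyme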
Target sequence (Q9ULH1 325-724 limits assumed): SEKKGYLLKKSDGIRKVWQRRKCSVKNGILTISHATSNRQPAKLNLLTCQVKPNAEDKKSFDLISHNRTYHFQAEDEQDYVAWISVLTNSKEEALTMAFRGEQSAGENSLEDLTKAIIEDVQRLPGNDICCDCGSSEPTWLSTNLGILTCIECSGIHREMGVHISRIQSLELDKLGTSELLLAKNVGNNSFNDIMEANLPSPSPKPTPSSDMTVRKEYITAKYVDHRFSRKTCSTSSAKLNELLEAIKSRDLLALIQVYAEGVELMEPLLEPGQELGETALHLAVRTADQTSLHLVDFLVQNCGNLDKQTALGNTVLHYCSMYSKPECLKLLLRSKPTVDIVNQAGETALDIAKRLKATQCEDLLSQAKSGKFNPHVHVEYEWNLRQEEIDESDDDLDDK
SMARCA2 act = increases SMARCA2 function in MMTV reporter cells | MG213 cells, MMTV-luciferase reporter, dexamethasone, overnight | activation, % at 9.1 µM | hit rate 1% among 370,000; in the data active = activation above about 7.8%;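 note: 0% = vehicle wells and 100% = reference activator wells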
ARFGAP1 inh = rat ARFGAP1 inhibition; Arfgap1-stimulated ARF1 GTP hydrolysis, GDP FP detection; inhibition, % at 16.5 µM; hit rate 0.26% among 360,000; AID 651572;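 active = inhibition above a per-plate limit, mean inhibition of low control wells plus 3 SD, cut at about 25% in these data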;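 note: 0% = DMSO wells with enzyme and 100% = wells lacking Arfgap1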
Target sequence (Q62848 1-136 limits assumed): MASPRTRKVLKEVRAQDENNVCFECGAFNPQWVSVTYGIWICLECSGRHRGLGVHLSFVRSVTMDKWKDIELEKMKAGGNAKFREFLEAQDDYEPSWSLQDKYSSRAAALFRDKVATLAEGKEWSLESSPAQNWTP
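Material: rat Arfgap1 catalytic domain, aa 1-136; also added: human ARF1(Δ1-17)-GTP substrate; compound dosing: one concentration, 16.5 µM, DMSO 1.26%; incubation: GTP hydrolysis reaction 2 h at 25 °C; measured by: Tracer-displacement fluorescence polarization with EDTA stop, 620/688 nm; evaluation: % inhibition from polarization; repeats: one replicate per compound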
HTRA1 inhibitor = HTRA1 (human) protease inhibition; hit rate 0.5% among 340,000; AID 504803; Q92743; inhibition, % at 5.96 µM; recombinant HTRA1, FP-rhodamine activity-based probe, fluorescence polarization; in the data active = inhibition above about 36%;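 note: 0% = enzyme with DMSO and 100% = wells lacking enzyme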
Target sequence (Q92743 whole entry, looked up): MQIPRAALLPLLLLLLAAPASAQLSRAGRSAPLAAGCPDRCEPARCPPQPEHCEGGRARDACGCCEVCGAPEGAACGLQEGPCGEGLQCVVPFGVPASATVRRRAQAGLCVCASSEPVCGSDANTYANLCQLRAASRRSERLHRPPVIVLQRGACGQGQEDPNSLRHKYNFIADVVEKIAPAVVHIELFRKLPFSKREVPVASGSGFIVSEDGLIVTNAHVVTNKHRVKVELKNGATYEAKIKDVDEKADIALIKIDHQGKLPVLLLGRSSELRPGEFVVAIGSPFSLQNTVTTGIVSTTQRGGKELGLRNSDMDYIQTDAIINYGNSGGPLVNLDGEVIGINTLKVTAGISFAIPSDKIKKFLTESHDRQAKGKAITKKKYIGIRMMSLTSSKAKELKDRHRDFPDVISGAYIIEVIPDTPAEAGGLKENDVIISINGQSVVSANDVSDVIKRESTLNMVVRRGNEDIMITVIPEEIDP
mABHD4 FP = ABHD4 (mouse) inhibition, primary FP screen | Q8VD66 | purified mABHD4, FP-Rh probe fluorescence polarization | inhibition, % at 8.92 µM | hit rate 0.54% among 370,000 | AID 720543;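 active = inhibition exceeding the mean over every tested compound plus 3 SD, cut at about 30% in these data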;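 note: 0% = plate median of compound wells and 100% = S159A mutant with DMSO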
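Test system: mABHD4 protein; Read-out basis: % inhibition; Incubation: 45 min + 60 min at 25 °C; Repeats: single replicate; Technique: fluorescence polarization with parallel and perpendicular emission, 525/598 nm; Compound: 8.92 µM, single dose; Benchmarks: full inhibition S159A mutant plus DMSO, zero as sample-well median.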
* = called active by the depositor; / = no result given.

SMILES	PG9 binder	NPR2 activator	GC-A act	rCAG RNA binder	Rev-erbA mod	ASAP1 GAP inh	SMARCA2 act	ARFGAP1 inh	HTRA1 inhibitor	mABHD4 FP
CC[C@]12c3[nH]c4cc(CCC(=O)N(C)C)ccc4c3CCN1C(=O)[C@@H](CC(=O)NCCC1=CCCCC1)C[C@@H]2C(=O)N1CCN(C(=O)c2ccco2)CC1	-1.9	1	2	0	-4	-9	-7	-1	-3	1
Cc1ccccc1NS(=O)(=O)c1ccc(C(=O)NCC(c2ccccc2)N(C)C)cc1 (centres undefined)	-1.1	0	-1	-10	4	9	-3	-5	-4	4
CCOC(=O)C1CCCN(C(=O)c2sc3nc(-c4ccccc4)cn3c2C)C1 (centres undefined)	-0.4	-1	6	-4	-2	10	3	-1	-2	-6
CCOc1ccc(N(Cc2cc3ccc(C)cc3[nH]c2=O)S(=O)(=O)c2ccccc2)cc1	-2.3	0	0	3	1	-4	-4	2	-14	-9
COc1ccc(CN2C(=O)c3ccccc3C2=O)cc1C(=O)N(C)CC(=O)Nc1c(C)cccc1C	-0.3	5	1	-2	1	-13	1	4	-2	-4
Cc1cc(C)n(CC(=O)O)c(=O)c1[N+](=O)[O-]	-0.5	3	3	-3	-2	2	-2	16	8	3
CC(C)C(NC(=O)c1ccc2c(c1)OCO2)C(=O)N/N=C/c1cccs1 (centres undefined)	-1.1	4	-1	2	-2	0	-3	9	3	-5
c1ccc2cc(CCO[C@H]3CCCCO3)ncc2c1	-1.2	-1	-2	2	3	10	3	-11	2	-10
COc1cccc(C2Nc3c(F)cc(Br)cc3C3C=CCC32)c1OC (centres undefined)	-1.0	0	2	-1	-2	7	-3	0	44*	1
Nc1nc(-c2ccc3c(c2)CCO3)cs1	0.7	3	-4	5	-1	-14	2	1	-1	9
COC(=O)CSc1nnc(-c2ccccc2OC)o1	-1.4	-3	13	-1	-3	4	-1	-11	2	1
COC(=O)Cn1c(C(=O)N2CCCC2)cc2c1C[C@H]1CN(C(=O)c3ccccc3)[C@@](Cc3ccc(F)cc3)(C(=O)OC)[C@@H]21	0.1	2	0	8	0	-1	-2	-9	-9	-5
O=C(CCc1n[nH]c(=O)[nH]c1=O)N/N=C/c1ccco1	-3.7	-4	0	1	-14	-12	-3	-9	-6	0
Cc1cccc(NC(=O)Nc2cccnc2)c1C	-0.6	-1	4	-2	-6	-3	0	-6	5	-3
COc1cc(/C=N/NC(=O)C(N)=O)ccc1OC(=O)c1cccs1	-0.3	4	-1	4	6	-6	-1	-4	7	1
COCCn1c(N)c(C(=O)Nc2sc3c(c2C(=O)OC)CCCC3)c2nc3ccccc3nc21	-1.1	3	15	9	3	1	-1	8	-4	11
COC(=O)C1=C(C)N(Cc2cccc(C(F)(F)F)c2)C(=NCC2CC2)NC1c1cccc(F)c1 (centres undefined)	-0.7	-17	-22	7	1	-6	-7	11	/	18
COc1cc(/C=N/NC(=O)C(Cc2c[nH]c3ccccc23)NC(=O)OCC(C)C)cc([N+](=O)[O-])c1OCc1ccccc1 (centres undefined)	0.4	2	1	6	-5	-3	-3	2	-2	-1
COc1ccccc1C(=O)COC(=O)c1nc(Cl)ccc1Cl	-0.4	0	-2	4	-1	-7	3	9	-8	4
Cc1cccc2cc(C3CC(c4ccco4)=NN3S(=O)(=O)c3ccccc3)c(Cl)nc12 (centres undefined)	-0.9	-2	-4	15	-2	2	-3	-5	-23	-12
O=C(NC(Cc1ccccc1)C(=O)O)c1ccccc1 (centres undefined)	1.1	0	2	-1	4	-7	-1	10	0	5
Cc1ccc(C(=O)Nc2cccc(N(C)S(C)(=O)=O)c2)cc1S(=O)(=O)Nc1ccccc1	-0.8	-4	1	9	-4	2	-2	18	-30	-13
Cc1ccc(S(=O)(=O)N(C)c2ccc(C(=O)N3CCc4ccccc4C3)cc2)cc1	-1.2	-1	-4	-4	5	-11	-3	1	-25	-10
CC(=O)C1=C(C)N(Cc2ccc(Cl)cc2)C(=S)NC1c1cccc(Br)c1 (centres undefined)	1.2	-6	4	4	-1	1	-4	-15	/	-11
N/C(=N\c1nc(CSc2ccc(Cl)cc2)cc(=O)[nH]1)Nc1cccc2ccccc12	-1.4	6	-2	2	7	6	0	-5	-1	-9
COCCSc1ccccc1C(=O)Nc1nnc(COC)s1	-0.8	4	5	-1	-1	-3	-3	-1	3	6
CCOC(=O)N1CCN(Cc2nc3cc(NC(=O)c4cccs4)ccc3n2C)CC1	-1.4	2	0	-5	-5	2	-4	-10	-10	-5
CCC(Oc1ccccc1)C(=O)Nc1cc(Cl)ccc1-n1cncn1 (centres undefined)	1.3	-11	-14	-5	-3	3	-2	-4	-11	-9
Cc1cccc(N(C)Cc2nnc(-c3cccc(Br)c3)o2)c1	0.8	0	-6	-2	4	8	-1	2	-14	-1
Cc1ccc(CNC(=O)CS(=O)Cc2nc(-c3ccccc3F)oc2C)cc1 (centres undefined)	-0.8	-6	-3	0	-8	-6	0	-3	-6	0
N#CC1=C(N)Oc2cc(N)ccc2C1c1cccnc1 (centres undefined)	-1.2	-1	2	3	0	8	0	-1	1	2
COc1cccc(NC(=O)c2cc(-c3ccco3)nc3ccccc23)c1	0.3	1	-2	11	-8	-2	-3	18	-31	-14
COCCCNC(=O)Cc1coc2ccc3ccccc3c12	0.6	-2	4	9	-5	-1	1	-2	-21	-2
Clc1ccccc1NCSC1=NCCS1	3.0	1	3	0	-4	0	-4	-3	-1	3
COc1cc(OC)cc(C(=O)NC2CC3CCC(C2)N3C)c1 (centres undefined)	3.7	2	-3	0	-15	4	-1	-6	-5	-9
CC(C)CC(=O)NCC(C)NC(=O)CC(C)C (centres undefined)	0.9	5	3	-1	1	-1	0	1	0	1
Cc1ccc(S(=O)(=O)CC(=O)N2CCN(c3cccc(C(F)(F)F)c3)CC2)cc1	-0.2	0	-2	-5	-5	19	-2	-4	-6	1
CC1CCC(NC(=O)c2cc3c(s2)CCCC3)CC1 (centres undefined)	2.7	1	0	3	-12	9	5	1	-18	12
O=C(C1CCN(S(=O)(=O)c2cccc3nsnc23)CC1)N1CCc2ccccc2C1	-1.4	-21	-37	-3	0	14	0	9	-8	0
CCCNC(=O)Nc1ccsc1C(=O)OC	-1.2	5	0	0	3	10	-1	-6	-2	-1
CC1CCCCN1C(=O)C(Cc1ccccc1)N1C(=O)C2CCCCC2C1=O (centres undefined)	-0.9	7	0	1	5	0	-3	-4	1	-3
O=C(COc1ccc(Cl)cc1)Nc1cccc(-c2ccc3nncn3n2)c1	-0.5	-17	-31	0	-3	4	-5	7	-23	-12
COc1ccc(CCNC(=O)c2ccc3ccccc3n2)cc1	1.9	1	-1	-2	-4	3	7	-5	-7	8
OC(c1ccccc1)c1nc(/C=C/c2ccccc2)cs1 (centres undefined)	1.1	-2	4	3	0	0	3	2	/	-20
Cc1cccc(NC(=S)Nn2cnnc2)c1C	-0.3	2	0	-1	-8	0	0	7	2	4
CC1CCCC(C)N1C(=O)COC(=O)c1cccc(S(=O)(=O)N(C)c2ccccc2)c1 (centres undefined)	-0.2	-5	-3	-2	-2	-3	-2	-1	-3	-4
O=C(N/N=C/C1CC=CCC1)c1ccc(Cl)cc1O (centres undefined)	-0.7	5	-1	16	4	12	2	7	25	13
COc1ccc(C(=O)OC(C)C(=O)NC2CCCCC2C)cc1S(=O)(=O)N1CCOCC1 (centres undefined)	-0.4	0	5	-9	-2	9	-1	7	7	6
CCCn1c(=O)c(C(=O)NCCc2ccc(OC)cc2)c(O)c2ccccc21	-1.5	1	1	3	2	1	-1	2	-18	-10
COC(=O)c1c(O)c2c([nH]c1=O)CCCC2	-1.5	-3	0	3	2	5	1	-12	0	4
CCOC(=O)C1=C(CC)Nc2ccccc2N=C1NC(=O)c1ccc(C)c(S(=O)(=O)N2CCOCC2)c1	-0.1	-4	-4	6	8	-14	6	6	-11	0
O=C(COc1ccc(Cl)cc1)Nc1ccc(Cl)cn1	-1.3	8	0	-2	3	-1	2	-7	-16	-4
COc1cc2ccc(C(C)=NOC(C)=O)cc2cc1OC	0.5	-5	-1	0	-3	3	-2	7	3	-6

Compounds shown so far that contain a CF3 group:
SMILES	PG9 binder	NPR2 activator	GC-A act	rCAG RNA binder	Rev-erbA mod	ASAP1 GAP inh	SMARCA2 act	ARFGAP1 inh	HTRA1 inhibitor	mABHD4 FP
COC(=O)C1=C(C)N(Cc2cccc(C(F)(F)F)c2)C(=NCC2CC2)NC1c1cccc(F)c1 (centres undefined)	-0.7	-17	-22	7	1	-6	-7	11	/	18
Cc1ccc(S(=O)(=O)CC(=O)N2CCN(c3cccc(C(F)(F)F)c3)CC2)cc1	-0.2	0	-2	-5	-5	19	-2	-4	-6	1

Of the compounds above, 12 contain four or more nitrogen atoms:
SMILES	PG9 binder	NPR2 activator	GC-A act	rCAG RNA binder	Rev-erbA mod	ASAP1 GAP inh	SMARCA2 act	ARFGAP1 inh	HTRA1 inhibitor	mABHD4 FP
CC[C@]12c3[nH]c4cc(CCC(=O)N(C)C)ccc4c3CCN1C(=O)[C@@H](CC(=O)NCCC1=CCCCC1)C[C@@H]2C(=O)N1CCN(C(=O)c2ccco2)CC1	-1.9	1	2	0	-4	-9	-7	-1	-3	1
O=C(CCc1n[nH]c(=O)[nH]c1=O)N/N=C/c1ccco1	-3.7	-4	0	1	-14	-12	-3	-9	-6	0
COCCn1c(N)c(C(=O)Nc2sc3c(c2C(=O)OC)CCCC3)c2nc3ccccc3nc21	-1.1	3	15	9	3	1	-1	8	-4	11
COc1cc(/C=N/NC(=O)C(Cc2c[nH]c3ccccc23)NC(=O)OCC(C)C)cc([N+](=O)[O-])c1OCc1ccccc1 (centres undefined)	0.4	2	1	6	-5	-3	-3	2	-2	-1
N/C(=N\c1nc(CSc2ccc(Cl)cc2)cc(=O)[nH]1)Nc1cccc2ccccc12	-1.4	6	-2	2	7	6	0	-5	-1	-9
CCOC(=O)N1CCN(Cc2nc3cc(NC(=O)c4cccs4)ccc3n2C)CC1	-1.4	2	0	-5	-5	2	-4	-10	-10	-5
CCC(Oc1ccccc1)C(=O)Nc1cc(Cl)ccc1-n1cncn1 (centres undefined)	1.3	-11	-14	-5	-3	3	-2	-4	-11	-9
N#CC1=C(N)Oc2cc(N)ccc2C1c1cccnc1 (centres undefined)	-1.2	-1	2	3	0	8	0	-1	1	2
O=C(C1CCN(S(=O)(=O)c2cccc3nsnc23)CC1)N1CCc2ccccc2C1	-1.4	-21	-37	-3	0	14	0	9	-8	0
O=C(COc1ccc(Cl)cc1)Nc1cccc(-c2ccc3nncn3n2)c1	-0.5	-17	-31	0	-3	4	-5	7	-23	-12
Cc1cccc(NC(=S)Nn2cnnc2)c1C	-0.3	2	0	-1	-8	0	0	7	2	4
CCOC(=O)C1=C(CC)Nc2ccccc2N=C1NC(=O)c1ccc(C)c(S(=O)(=O)N2CCOCC2)c1	-0.1	-4	-4	6	8	-14	6	6	-11	0
